Screening data as filed in PubChem BioAssay.
Growth percent in the NCI-60 one-dose screen (48 h, 10 µM unless noted): 100 = growth as untreated, 0 = no growth, -100 = all killed.
SF-268: SF-268 CNS cancer cells; hit rate 3.1% among 82,000
SF-539: SF-539 CNS cancer | hit rate 6.8% among 81,000 | AID 1794752
A498: A498 renal cancer cells; hit rate 5.4% among 76,000; AID 1794774
NCI-H23: NCI-H23 lung cancer. AID 1794731. hit rate 4% among 80,000
SNB-19: SNB-19 CNS cancer cells; hit rate 2.5% among 81,000
U251: U251 CNS tumor cells. hit rate 5.4% among 80,000. AID 1794753
SNB-75: SNB-75 CNS cancer | hit rate 5% among 79,000 | AID 1794750
CAKI-1: CAKI-1 renal cancer | hit rate 4.7% among 75,000 | AID 1794772
SF-295: SF-295 CNS cancer cells. hit rate 5.6% among 79,000
The depositor's hits bear a star; / = not tested or not shown; & = joins results of further samples; [ ] = remark or other dose. The calls were made as follows: active = growth percent below 10; inactive = the rest.

Order of values – SF-268	SF-539	A498	NCI-H23	SNB-19	U251	SNB-75	CAKI-1	SF-295
COc1ccc(-c2nc3cc(C(=O)NCc4ccccc4)ccc3n2C2CCCCC2)cc1
  79	60	82	100	98	68	64	70	51
CS(=O)(=O)c1nccc(-c2c(-c3ccc(O)cc3)nc3sccn23)n1
  104	93	116	104	99	101	97	93	95
COc1ccc(-c2nc3ccc(F)cc3s2)cc1
  93	93	95	84	91	89	98	/	99
COc1ccc(-c2c3c(nc4ncn(N)c(=N)c24)C(C)CCC3)cc1 (stereo not given)
  /	/	/	86	/	83	86	90	92
COc1cc(C2C(C#N)=C(N)Oc3cc(O)ccc32)cc(OC)c1OC (stereo not given)
  50	4.6*	-5.6*	31	45	11	34	31	0.6*
O=c1[nH]c2ccccc2cc1CSc1ccccc1Nc1nccc(-c2ccc3c(c2)OCO3)n1
  63	64	126	86	63	51	9.8*	16	75
COc1ccccc1NC(=O)Nc1cnc(Nc2ccc(N3CCOCC3)cc2)nc1Oc1ccc(C)cc1OC
  97	104	89	95	90	85	90	/	102
N#CC1C(=N)Cc2ccccc2-c2ccccc21 (stereo not given)
  61	63	55	57	64	38	54	29	49
COc1cc2c(cc1C)NC(=O)/C2=C\c1c[nH]c2ccccc12
  82	70	79	80	85	61	38	11	26
Cc1cc(C)c(CC(C)C)c(C)c1
  100	94	94	102	97	100	92	117	126

Of the compounds above, three have sulfur.
Order of values – SF-268	SF-539	A498	NCI-H23	SNB-19	U251	SNB-75	CAKI-1	SF-295
CS(=O)(=O)c1nccc(-c2c(-c3ccc(O)cc3)nc3sccn23)n1
  104	93	116	104	99	101	97	93	95
COc1ccc(-c2nc3ccc(F)cc3s2)cc1
  93	93	95	84	91	89	98	/	99
O=c1[nH]c2ccccc2cc1CSc1ccccc1Nc1nccc(-c2ccc3c(c2)OCO3)n1
  63	64	126	86	63	51	9.8*	16	75

(more compounds)
Order of values – SF-268	SF-539	A498	NCI-H23	SNB-19	U251	SNB-75	CAKI-1	SF-295
Cc1ccc(Nc2ncnc(Cl)c2N)cc1
  110	93	83	102	105	107	102	104	108
O=C(CCCCCCCCC(=O)OCCOc1ccccc1)OCCOc1ccccc1
  99	98	93	105	97	104	81	91	91
COc1ccc(-c2nc(SCC(C)C)nc(N(CCO)CCO)c2C#N)cc1
  89	90	48	99	83	89	85	/	98
C=C1C(=O)O[C@@H]2[C@@H]3O[C@@](C)(CC/C=C(\C)CCC[C@@H]2C)[C@H](O)C[C@@H]13
  68	58	67	82	84	56	/	39	82
OCc1ccc(-c2ccccc2)cc1
  /	102	78	99	104	94	104	91	92
CC(=O)Nc1ccc2oc(C(=O)c3ccccc3)c(C)c2c1
  89	104	70	100	106	104	94	100	100
O[C@@H]1Cc2cc(Cl)ccc2N[C@H](c2cccs2)C1
  110	97	97	106	115	99	93	93	95
Clc1cncc(Nc2ncnc3ccc(-c4cnc5[nH]ccc5c4)cc23)c1
  82	84	38	80	88	95	71	/	90
O=C1NCCS(=O)(=O)/C1=C\C=C\c1cccc(C(F)(F)F)c1
  29	11	57	22	50	36	71	55	83
CC(=O)OCC(=O)[C@@]1(O)CC[C@H]2[C@@H]3CCC4=CC(=O)C=C[C@]4(C)[C@H]3C(=O)C[C@@]21C
  121	106	111	95	122	98	80	86	/

(continued)
Order of values – SF-268	SF-539	A498	NCI-H23	SNB-19	U251	SNB-75	CAKI-1	SF-295
Cc1ccc(-n2c[n+]([O-])c(-c3ccccc3)c2-c2ccccc2)cc1
  93	108	84	89	101	104	91	73	91
COc1ccc(/C(=N\N)C(=O)c2ccccc2)cc1 (tested in a mixture with another compound)
  96	114	83	97	94	/	93	91	89
NC(=O)c1ccccc1[N+](=O)[O-]
  97	93	99	94	111	105	59	98	96
COc1cc(C(=O)c2ccccc2C(=O)O)c(OC)c2c1CCCC2
  101&93	103&97	110&53	94&98	102&95	100&97	87&94	99&98	102&97
CC(=O)Nc1cccc(-c2nc3ccccc3n2Cc2ccc(Cl)cc2)c1
  92	97	86	95	88	87	86	79	83
CCCCc1cccc(OC)c1OCc1ccccc1
  103	99	107	84	74	39	92	91	/
O=C(Nc1ccccc1C1=NCC(CO)O1)c1ccc(C(F)(F)F)cc1 (stereo not given)
  103	92	102	93	108	105	92	99	100
O=c1cc[nH]c2c(Cl)c3nnn(OCc4ccc([N+](=O)[O-])cc4)c3cc12
  101	94	105	91	/	137	93	104	118
Cc1ccc(C)c2c(C)c(C(=O)Nc3cccc(-n4cccn4)c3)oc12
  67[50 µM]	85[50 µM]	56[50 µM]	73[50 µM]	87[50 µM]	71[50 µM]	87[50 µM]	45[50 µM]	66[50 µM]
CCN(CC)CC(C)(O)CNc1cc(OC)cc2cccnc12 (stereo not given)
  93	101	90	88	97	95	100	97	99

Other entries.
SMILES	SF-268	SF-539	A498	NCI-H23	SNB-19	U251	SNB-75	CAKI-1	SF-295
Cc1ccc(C2=NN3C(C2)c2ccccc2OC3c2ccc(/C=C3\SC(=O)NC3=O)cc2)cc1 (stereo not given)	96	104	114	93	102	94	87	88	103
Nc1nc(O)c(N)c(=O)[nH]1	101	100	56	105	103	96	94	103	101
COc1ccc(NCc2cn(-c3ccc(C(=O)O)cc3)nc2-c2ccc(B(O)O)cc2)cc1C(F)(F)F	100	97	89	96	100	98	99	101	104
CCCCCCCCCCCCCCCCCc1nc(N)nc(N)n1	108	97	119	91	100	100	75	98	116
COc1cc(CNC(=O)C[C@H](C)CCC=C(C)C)ccc1OCc1cn(-c2ccc(Cl)cc2Cl)nn1	52	67	59	57	50	54	8.0*	32	42
O=C1c2ccccc2C(=O)C1C(=O)C1CC1	105	100	70	98	104	102	92	94	100
Clc1nc(-c2ccccn2)nc2sc3c(c12)CCCCCC3	95	97	118	82	/	97	85	-65*	/
C=C1c2c(Cl)ccc(O)c2C(O)=C2C(=O)C3(O)C(O)=C(C(N)=O)C(=O)C(N(C)C)C3C(O)C12 (stereo not given)	86	80	54	78	97	59	87	43	64
COC1NC(Cl)=C(C#N)C(C#N)(C#N)C1(C)C (stereo not given)	122	92	110	108	115	105	105	104	115
COc1ccc2nc(-c3ccc(N/C=C\C(=O)c4cc(OC)c(OC)c(OC)c4)cc3)sc2c1	107	101	86	98	103	94	89	/	98
Cn1cc(NC(=O)CCl)c(=O)n(C)c1=O	103	119	99	104	101	102	123	100	107
CCC(=O)N(Cc1ccc(F)cc1)NS(=O)(=O)c1ccccc1	112	110	/	102	96	103	97	109	112
NC(=O)c1cccc(-c2cc(C(N)=O)ccc2Cl)c1	45	-21*	-5.6*	43	42	19	-20*	32	25
COc1ccc(-c2cc(-c3cccnc3)nc3oc(C(=O)c4ccc(C)cc4)c(N)c23)cc1OC	77	87	67	90	87	63	53	79	81
OCC(O)CN1CCCCC1 (stereo not given)	108	93	130	91	102	106	99	92	96
CCC(O)CCC(CC)CC (stereo not given)	93	82	79	110	100	102	79	/	96
CCOC(=O)/C(=C\c1ccc2c(c1)OCO2)c1ccccc1	102	106	102	110	101	105	92	95	/
C(=C\c1ccco1)/c1ccco1	102	100	82	106	108	103	64	105	92
COc1ccccc1C(=O)NNC(=O)CSc1nc2ccccc2c(=O)[nH]1	100	87	111	80	88	97	49	76	86
O=c1[nH][nH]c2ccccc12	105	98	96	108	106	103	98	101	119
Nc1nc(SN=Nc2ccc(S(N)(=O)=O)cc2)c2[nH]cnc2n1	20	15	/	8.9*	103	43	5.5*	1.8*	13
COc1cc(/C=N/NC(=O)c2cc(N)n(CC(O)c3ccccc3)n2)ccc1OC(F)F (stereo not given)	106	103	107	101	99	103	95	91	102
CC/C(Cc1ccccc1)=C(\c1ccc(OCCN2CCCC2)cc1)c1ccc(OC(C)=O)cc1	76	/	88	81	105	57	58	87	100
COc1cc2cc3c(=O)n4c(cc5ccncc54)c(=O)n3c2cn1	100	102	110	98	104	97	107	100	83
N=C(N)N=Nc1ccc(NN=C(N)N)cc1	/	/	/	104	94	92	76	/	101

Complete entries from above:
CCC(O)CCC(CC)CC (stereo not given) is entered as SF-268: 93; SF-539: 82; A498: 79; NCI-H23: 110; SNB-19: 100; U251: 102; SNB-75: 79; CAKI-1: /; SF-295: 96
O=C1c2ccccc2C(=O)C1C(=O)C1CC1 is entered as SF-268: 105; SF-539: 100; A498: 70; NCI-H23: 98; SNB-19: 104; U251: 102; SNB-75: 92; CAKI-1: 94; SF-295: 100

Continuation.
SMILES	SF-268	SF-539	A498	NCI-H23	SNB-19	U251	SNB-75	CAKI-1	SF-295
O=C(c1ccccc1)C(Br)C(Br)c1cccc([N+](=O)[O-])c1 (stereo not given)	72	38	48	/	82	18	81	-26*	88
CCN1CCN(CC(=O)NC23CC4CC(CC(C4)C2)C3)C(=O)c2ccccc2C1=O	101	104	80	95	94	111	90	105	103
CC(C)COC(=O)c1ccc(NC(=O)CN2CCOCC2)cc1	94	101	96	98	105	95	91	/	97
COc1cc(O)c2c(c1N)C(=O)c1ccccc1C2=O	94	90	86	101	84	90	76	66	97
Cc1cc(=O)n(C(=O)Nc2ccc(C(F)(F)F)cc2)c2cc(O)ccc12	98	97	82	96	109	105	93	90	101
CC(C)(C)OC(=O)CSC#N	99	95	98	90	96	103	93	100	98
CC(=O)Oc1ccc(N2C(=O)CCSC2=S)cc1C(=O)O	101	100	120	104	108	103	102	101	104
O=C(Nc1ccccc1)Oc1ccc[nH]c1=O	103	95	131	92	95	97	76	96	105
N#Cc1c(Nc2ccccc2)nn2c(-c3ccc([N+](=O)[O-])cc3)ccnc12	100	100	/	100	100	100	102	92	104
COc1cc(-c2nn(-c3cccc(NC(=O)CCNc4ccc(N5CCOCC5)cc4)c3)cc2-c2ccncc2)ccc1Cl	32	29	18	13	33	24	40	/	13
CN1C(=O)N(C)C2(c3ccccc3)N(CC(=O)NCCN3CCNCC3)C(=O)NC12c1ccccc1 (stereo not given)	94	99	94	99	97	94	82	81	97
CC1CCCC1OC(=O)c1ccc([N+](=O)[O-])cc1 (stereo not given)	103	102	85	/	103	/	100	96	100
CN1CCN(c2ccc(C(=O)Nc3cccc(C#Cc4cccc5[nH]nc(N)c45)c3)cc2C(F)(F)F)CC1	-1.1*	-83*	5.9*	-52*	-78*	-69*	-38*	-96*	-59*
CCCCCCC(C(=O)OCC)(C(=O)OCC)C1CCCCCC1	121	93	97	107	99	/	84	90	105
Clc1ccc(SCNc2cccc(Cl)c2)cc1	63	85	68	99	101	86	88	/	/
Cc1ccc(-c2onc3c(=O)[nH]nc(-c4ccccc4)c23)cc1	49	-4.9*	30	23	31	20	10	34	24
CC(=O)c1c(NS(=O)(=O)c2ccc(N)cc2)c(-c2ccccc2)n(C)c1C	96	101	96	98	93	96	80	/	99
